Screens deposited in PubChem by several laboratories.
Mtb BioA inh = M. tuberculosis BioA enzyme inhibitors, primary screen, biochemical, plate reader, single point, HTS | 7,8-diaminopelargonic acid synthase BioA (Mycobacterium tuberculosis) | purified M. tuberculosis BioA enzyme | inhibition, % at 9.99 µM | hit rate 0.096% among 360,000; in the data active means inhibition above about 40%; inconclusive means no clear call, values can overlap the other calls
Mtb UGM inh = M. tuberculosis UGM enzyme inhibitors, primary screen, biochemical, fluorescence polarization, single point; inhibition, % at 10 µM; purified UGM, fluorescence polarization probe displacement; hit rate 0.06% among 320,000; UDP-galactopyranose mutase (Mycobacterium tuberculosis (strain ATCC 25618 / H37Rv)), …; in the data active means inhibition above about 10%, passing the limit was not always enough; inconclusive means no clear call, values can overlap the other calls
Target sequence (P9WIQ1 whole entry, looked up): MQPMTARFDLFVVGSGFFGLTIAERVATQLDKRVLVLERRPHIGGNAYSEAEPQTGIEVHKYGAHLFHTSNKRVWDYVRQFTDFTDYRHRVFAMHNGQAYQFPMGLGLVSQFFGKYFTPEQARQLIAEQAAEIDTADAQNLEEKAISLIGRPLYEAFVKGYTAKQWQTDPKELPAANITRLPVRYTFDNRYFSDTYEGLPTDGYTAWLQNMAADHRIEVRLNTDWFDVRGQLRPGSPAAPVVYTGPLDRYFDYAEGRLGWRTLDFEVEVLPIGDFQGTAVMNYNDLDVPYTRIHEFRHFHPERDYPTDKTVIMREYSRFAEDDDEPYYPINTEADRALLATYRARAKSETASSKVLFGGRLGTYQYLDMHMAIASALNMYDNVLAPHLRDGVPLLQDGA
TcdB GH inh = TcdB glycohydrolase inhibitors, primary screen, biochemical, single point, plate reader; inhibition, % at 9.99 µM; hit rate 0.24% among 350,000; Toxin B (Clostridioides difficile), P18177; AID 652162, 2013; TcdB glycohydrolase enzymatic assay; in the data active means inhibition above about 10%
Yp Topo-I inh = Yersinia pestis topoisomerase I inhibitors, primary screen, biochemical, cleavage product accumulation, plate reader, single point; Y. pestis Topo-I cleavage product accumulation; activity, % at 10 µM; hit rate 0.064% among 360,000; AID 504884, 2011; in the data active means activity above about 50%, passing the limit was not always enough; inconclusive means no clear call, values can overlap the other calls; further: inactives centre near 2
PfHsp40 yeast = rescue of yeast from PfHsp40 toxicity, primary screen, S. cerevisiae, ATP luminescence | S. cerevisiae expressing PfHsp40, growth rescue | growth rescue, % at 12.5 µM | hit rate 0.68% among 340,000 | AID 504582, 2011; in the data active means growth rescue above about 28%, passing the limit was not always enough; inconclusive means no clear call, values can overlap the other calls;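 further: yeast W303a lacking pdr1 and pdr3 grown in galactose medium; growth measured after three days at 30 °C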
FadD28 FP inh = inhibitors of FadD28 bisubstrate probe binding, primary screen, biochemical, fluorescence polarization, single point | Mycobacterium tuberculosis FadD28 fatty-acid-AMP ligase | inhibition, % at 12.5 µM | hit rate 0.22% among 360,000 | AID 588549, 2011; in the data active means inhibition above about 8.5%, passing the limit was not always enough; inconclusive means no clear call, values can overlap the other calls
BH1578 lux ind = inducers of Vibrio cholerae quorum light production without autoinducers, primary screen, BH1578 luxS cqsA deficient, single point. AID 588436, 2011. activation, % at 18.7 µM. hit rate 0.16% among 350,000. V. cholerae BH1578 lux reporter, luminescence, 6 h; in the data active means activation mostly above about 9.7%, no sharp cut-off; inconclusive means no clear call, values can overlap the other calls; inactive means mostly below about 3.7%; further: not every result past the cut was called active; inactives centre near 0; reference of the scale not given here
Mtb FBA inh = Mtb FBA enzyme inhibitors, primary screen, biochemical, fluorescence, strain H37Rv. Fructose-bisphosphate aldolase (Mycobacterium tuberculosis (strain ATCC 25618 / H37Rv)), …. purified M. tuberculosis FBA, fluorescence read-out. inhibition, % at 1 µM. hit rate 2.3% among 360,000. AID 588726, 2011; in the data active means inhibition above about 27%;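 further: 0% = vehicle and 100% = reference inhibitor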
Target sequence (P9WQA3 whole entry, looked up): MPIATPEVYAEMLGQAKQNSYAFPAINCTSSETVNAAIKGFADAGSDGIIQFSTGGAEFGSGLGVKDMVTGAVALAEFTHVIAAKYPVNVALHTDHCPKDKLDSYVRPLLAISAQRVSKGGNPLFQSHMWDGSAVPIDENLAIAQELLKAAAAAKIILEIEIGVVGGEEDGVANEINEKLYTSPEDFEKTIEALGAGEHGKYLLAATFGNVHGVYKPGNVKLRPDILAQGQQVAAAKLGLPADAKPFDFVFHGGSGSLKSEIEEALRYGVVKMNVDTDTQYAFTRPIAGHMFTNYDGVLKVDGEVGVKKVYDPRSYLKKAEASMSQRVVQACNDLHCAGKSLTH
GDH-TPI inh = GDH-TPI coupling enzyme inhibitors, primary screen, artefact control for M. tuberculosis FBA inhibitor project, biochemical, absorbance, full deck. AID 588335, 2011. GDH-TPI coupled enzyme counterscreen, NADH absorbance. hit rate 1.2% among 360,000. inhibition, % at 4.8 µM; in the data active means inhibition above about 30%;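 further: 0% = DMSO wells and 100% = wells lacking the enzyme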
Numbers without * were called inactive; i = inactive; u = inconclusive; x = no result given. No enrichment for hits; about 4.6% have a hit in one of these screens.

SMILES | Mtb BioA inh | Mtb UGM inh | TcdB GH inh | Yp Topo-I inh | PfHsp40 yeast | FadD28 FP inh | BH1578 lux ind | Mtb FBA inh | GDH-TPI inh
COc1ccc(C(=O)N2CCN(S(=O)(=O)c3ccc(C)cc3C)CC2)cc1S(=O)(=O)N1CCOCC1 | -1.3 | x | 0.9 | 32 | -0.9 | -3.4 | -0.6 | 1 | 0
CCOC(=O)C1=C(C)N=c2s/c(=C\c3ccc(OCC(=O)O)c(OC)c3)c(=O)n2C1c1ccc(OC)cc1 (stereo not drawn) | 1.3 | 1.3 | 2.9 | 13 | -0.3 | -33 | 0.6 | -1 | 9
CC(O)[C@@H](C(=O)N1CCNCC1)n1cc(CCCCN)nn1 (stereo partly drawn) | 0.0 | 3.3 | -3.3 | 5 | -0.5 | 0.0 | -0.3 | 0 | 11
CCNC(=O)CSc1nnc(-c2cccc(S(=O)(=O)N3CCOCC3)c2)o1 | -0.8 | x | 0.7 | 3 | -0.5 | 1.4 | i | 5 | -1
O=C(CN1CCC(NC(=O)C2CC2)CC1)Nc1cccc(F)c1 | 3.0 | 2.2 | 0.1 | -6 | -0.8 | 0.0 | 0.4 | 2 | -2
COc1ccc(Cc2c(-c3cccc(Cl)c3)nc3ccc(Cl)cn23)c(C)c1 | -1.1 | x | 1.3 | x | x | -3.5 | x | 6 | x
COc1ccc(N(C)C(=O)c2oc(=O)c3ccccc3c2-c2ccccc2)c(OC)c1 | 4.3 | -0.9 | 0.1 | -8 | 0.7 | -1.4 | -0.5 | 0 | 15
COC(=O)C1CCN(C(=O)c2ccccc2NC(C)=O)CC1 | -12 | 0.5 | x | 5 | 0.1 | -3.6 | i | -1 | 5
Nc1ncnc2c1ncn2[C@@H]1O[C@H](CNCc2ccc(OCc3ccccc3)cc2)[C@@H](O)[C@H]1O | -1.9 | x | 0.9 | -4 | -0.7 | u | -0.5 | -1 | -3
Cc1ccc(C)c(S(=O)(=O)N2CCN(C(=O)c3n[nH]c(=O)c4ccccc34)CC2)c1 | 3.7 | 1.5 | 0.0 | 3 | -0.2 | -3.9 | 32* | -1 | 2
Cc1ccccc1C1=N/C(=C/c2cccs2)C(=O)O1 | -0.9 | -1.4 | 0.5 | -3 | 0.6 | -1.7 | 6.7 | 2 | 18
O=C(CSc1ncn(-c2ccccc2)n1)N1CCc2ccccc21 | 6.0 | 2.9 | x | 0 | -0.9 | -1.0 | -0.2 | -5 | 5
CCOc1ccc(CCNC(=O)COC(=O)c2cccc(S(=O)(=O)N(C)C)c2)cc1OCC | -0.2 | x | 5.5 | 15 | -0.4 | -2.5 | -8.0 | -4 | -5
COc1ccc(N(C(=O)c2ccncc2)S(=O)(=O)c2ccccc2)cc1 | -0.8 | -0.8 | 0.0 | 6 | 340* | -2.4 | -0.7 | 0 | -3
COc1ccc2c(c1)C(C)=CC(C)(C)N2C(=O)CSc1nnc(-c2ccc(C)cc2)o1 | -1.2 | -1.8 | x | 21 | 6.0 | -0.8 | i | 2 | 6
CN1C[C@@H]2[C@@H]3C(=O)N(Cc4ccccc4)C(=O)[C@@H]3[C@](C)(C1=O)N2C(=O)c1ccc(Br)cc1 | -0.4 | x | 0.3 | 12 | -0.4 | -2.6 | -0.3 | -3 | 1
CCc1nc2ccc(C(=O)NCCCN3CCCC3=O)cn2c1N(CC)Cc1cccc(Br)c1 | 3.6 | x | 3.6 | 14 | x | -4.3 | 4.5 | -3 | -8
COc1ccc(CCC(=O)OCC(=O)NC(=O)c2ccc(Cl)cc2)cc1 | -0.3 | -3.7 | -0.2 | 7 | -0.7 | -1.1 | i | -2 | 7
CN(Cc1ccon1)C(=O)CC1C(=O)NCCN1Cc1cccc(F)c1F (stereo not drawn) | -0.3 | -0.8 | 1.2 | 0 | -1.9 | -1.0 | i | 2 | 3
COc1ccc(NC(=O)CSc2nc3c(c(-c4cccs4)c2C#N)CN(C)CC3)cc1OC | 0.9 | -2.3 | x | -6 | 0.0 | -1.0 | -3.3 | -4 | 0
O=C(CN1C(=O)c2cccc3cccc1c23)NC1CCCC1 | -2.4 | 1.6 | -0.1 | -2 | 0.0 | -0.9 | 2.2 | 3 | 10
COc1ccccc1N1CCN(C(=O)c2cc3c(=O)n4cccc(C)c4nc3s2)CC1 | -1.3 | 0.4 | 1.2 | 33 | -0.6 | -0.6 | -0.6 | 41* | 15
COc1ccc(OC)c2sc(NC(=O)C3=COCCO3)nc12 | -1.4 | -1.4 | -0.1 | 4 | 0.8 | -5.3 | i | -3 | 12
O=C(NCc1ccncc1)c1cccc(NS(=O)(=O)c2ccc(F)c(F)c2)c1 | -5.7 | 1.1 | -9.7 | -6 | 0.2 | 0.7 | i | 3 | 2
O=[N+]([O-])c1cc(C(F)(F)F)ccc1N1CCCNCC1 | 0.1 | 0.4 | -0.2 | -13 | 0.9 | -1.6 | i | 6 | -7
C=CCNC(=O)CSc1nnc(-c2cccc(S(=O)(=O)N3CCOCC3)c2)o1 | -0.2 | x | 0.5 | 0 | x | 0.2 | -0.4 | 4 | 8
CC(C)(C)c1ccc(O)c(N=Cc2c(O)ccc3ccccc23)c1 | -2.5 | 1.7 | -13 | 1 | 0.9 | -2.5 | -0.5 | -6 | 6
Cc1cc(C(=O)Nc2ccc(Br)cc2)cs1 | -0.6 | 3.8 | 0.0 | 9 | 0.2 | -2.1 | i | 1 | 6
CCCn1c(C)cc(/C=C(\C#N)C(=O)OCC(=O)N(C)c2c(N)n(Cc3ccccc3)c(=O)[nH]c2=O)c1C | 1.2 | -0.3 | 1.0 | 16 | -0.8 | -0.9 | 0.7 | 0 | 18
O=C(c1ccccc1[N+](=O)[O-])N1CCN(Cc2ccc3c(c2)OCO3)CC1 | 0.9 | -2.5 | x | -2 | -0.4 | -0.2 | -0.8 | -3 | 4
O=C(CN1CCN(c2ccccc2O)CC1)Nc1ccc([N+](=O)[O-])cc1Br | 0.1 | 0.5 | -2.2 | 26 | 1.7 | -2.0 | -0.4 | 4 | 8
CC(C)(C)C(=O)O/N=C(\N)c1ccc(-c2csnn2)cc1 | 3.8 | -0.4 | 0.9 | -7 | 1.5 | 0.7 | -0.4 | 1 | 13
COc1ccc(-c2[nH]ncc2CNCCc2ncccc2C)cc1F | -0.5 | -0.7 | 0.2 | 6 | 0.4 | -1.6 | -2.0 | 0 | 1
COc1ccccc1C(=O)NCC1(c2ccccc2)CCCC1 | x | -1.5 | 1.6 | -5 | -0.8 | -2.7 | 0.0 | 4 | -1
CCOc1c2ccccc2nn1CCO | -1.5 | -2.6 | -0.8 | 14 | 0.1 | -0.5 | -0.6 | 7 | 5
CC(NC(=O)c1cccc(S(=O)(=O)N(C)c2ccccc2)c1)c1cccnc1 (stereo not drawn) | 0.0 | 2.2 | 1.9 | 13 | -0.1 | 0.2 | -1.2 | 0 | -2
CCOC(=O)C1C(=O)CC(C)(O)C(C(=O)OCC)C1c1ccc(F)cc1 (stereo not drawn) | -0.3 | -0.4 | x | -7 | 0.4 | 0.3 | -1.7 | 5 | 3
COC(=O)C(CC(=O)c1ccc(Br)cc1)n1nc(C)cc1C (stereo not drawn) | 0.9 | 3.2 | 0.8 | 6 | -0.5 | -3.3 | 0.8 | -1 | -6
CN(Cc1cccnc1)C(=O)c1cc(S(=O)(=O)Nc2ccccc2F)ccc1Cl | 0.3 | x | -11 | 4 | -1.5 | -1.6 | -2.8 | 4 | -1
O=C1/C(=C\c2ccc(C(F)(F)F)cc2)CSc2sccc21 | 3.2 | -7.0 | 1.1 | 36 | 5.4 | -3.7 | -0.4 | 0 | 6
C[C@H]1[C@H](C)CC[C@]2(C)CC[C@]3(C)C(=CC(=O)C4[C@@]5(C)CC[C@H](O)C(C)(C)C5CC[C@]43C)[C@H]12 (stereo partly drawn) | -0.6 | -1.8 | -4.7 | -2 | -1.1 | -1.8 | -3.0 | 0 | 11
Cc1cc(C)n(C(=O)c2ccc(Cl)c(F)c2F)n1 | x | -1.2 | 1.1 | 9 | -1.9 | -3.9 | -0.2 | 0 | -5
CC1=CCC2C(=O)N(c3ccc(C(=O)Nc4ccccc4Cl)cc3)C(=O)C2C1 (stereo not drawn) | 0.1 | 0.6 | 1.0 | -9 | 22 | 0.0 | -0.5 | 3 | -1
COc1ccc(C2CC(=O)C3=C(C2)Nc2ncnn2C3c2ccccc2C)c(OC)c1 (stereo not drawn) | -1.9 | 0.6 | x | 1 | 0.6 | -0.5 | 3.1 | 3 | 11
COc1cc(OC)cc(-c2c(C#Cc3ccsc3)c3cc(-c4cc(OC)c(OC)c(OC)c4)ccc3n2C)c1 | -0.5 | -1.9 | 0.8 | 1 | -0.7 | 0.5 | i | 47* | 14
CSc1nsc(SCc2cnc(C)nc2N)n1 | 0.4 | -2.5 | x | -8 | -3.4 | -4.1 | -6.7 | 1 | 12
O=C(O)c1ccccc1-c1ccccc1C(=O)Nc1ccc2c(c1)C(=O)c1ccccc1-2 | 1.3 | x | -2.8 | -3 | -0.4 | 4.7 | -0.6 | -3 | -3
CN(C)C(=S)Nc1ccc(Br)cc1Cl | -1.2 | -1.6 | -0.8 | -1 | -1.5 | -0.9 | 0.8 | 0 | 3
Cc1cc(C)n(-c2ccc(C(=O)N3CCN(S(=O)(=O)c4cccc(Br)c4)CC3)cc2)n1 | 1.1 | x | -2.0 | 19 | 1.8 | 0.0 | 1.1 | 2 | -18
O=C1c2ccccc2C(O)(Cc2ccccc2)N1c1ccc2c(c1)OCO2 (stereo not drawn) | 11 | -0.8 | x | 2 | 1.5 | -2.3 | -0.4 | 0 | 4

An excerpt from the list above:
SMILES | Mtb BioA inh | Mtb UGM inh | TcdB GH inh | Yp Topo-I inh | PfHsp40 yeast | FadD28 FP inh | BH1578 lux ind | Mtb FBA inh | GDH-TPI inh
C[C@H]1[C@H](C)CC[C@]2(C)CC[C@]3(C)C(=CC(=O)C4[C@@]5(C)CC[C@H](O)C(C)(C)C5CC[C@]43C)[C@H]12 (stereo partly drawn) | -0.6 | -1.8 | -4.7 | -2 | -1.1 | -1.8 | -3.0 | 0 | 11
Cc1cc(C)n(C(=O)c2ccc(Cl)c(F)c2F)n1 | x | -1.2 | 1.1 | 9 | -1.9 | -3.9 | -0.2 | 0 | -5
CC1=CCC2C(=O)N(c3ccc(C(=O)Nc4ccccc4Cl)cc3)C(=O)C2C1 (stereo not drawn) | 0.1 | 0.6 | 1.0 | -9 | 22 | 0.0 | -0.5 | 3 | -1
COc1ccc(C2CC(=O)C3=C(C2)Nc2ncnn2C3c2ccccc2C)c(OC)c1 (stereo not drawn) | -1.9 | 0.6 | x | 1 | 0.6 | -0.5 | 3.1 | 3 | 11
COc1cc(OC)cc(-c2c(C#Cc3ccsc3)c3cc(-c4cc(OC)c(OC)c(OC)c4)ccc3n2C)c1 | -0.5 | -1.9 | 0.8 | 1 | -0.7 | 0.5 | i | 47* | 14
CSc1nsc(SCc2cnc(C)nc2N)n1 | 0.4 | -2.5 | x | -8 | -3.4 | -4.1 | -6.7 | 1 | 12
O=C(O)c1ccccc1-c1ccccc1C(=O)Nc1ccc2c(c1)C(=O)c1ccccc1-2 | 1.3 | x | -2.8 | -3 | -0.4 | 4.7 | -0.6 | -3 | -3
